# Pf growth 48h = inhibits P. falciparum growth in the first generation, 48 h; P. falciparum luciferase growth in erythrocytes, 48 h; Potency, µM (top dose mostly 28.7 µM), for the others: top-dose activity change, negative = inhibition, hits mostly inhibitors; 310,000 compounds, 5.9% hits; also: potency is read from the fitted curve at half-maximal effect; % is scaled to controls: 0 for no effect and ±100 for the full control effect
#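 Growth was read as firefly luciferase luminescence after a 48 h, 37 C, 5% CO2 exposure of compounds to reporter-bearing P. falciparum cultures (0.1% parasitemia, 2% hematocrit final) in Albumax-supplemented RPMI 1640.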
# CHX counter = counter-screen for Shiga toxin inhibitors: cycloheximide protein synthesis inhibition | 300,000 compounds, 12% hits | max response, % | cell reporter, cycloheximide protein synthesis inhibition counterscreen; in the data active = max response mostly above about 13%, no sharp cut-off; inactive = mostly below about 14%; also: read at 38.3 µM for the half of the compounds with a filed dose; 0% is about no effect
# Pf growth 96h = P. falciparum growth inhibition at 96 hour, primary screen for plastid delayed-death inhibitors; 320,000 compounds, 6.9% hits; Potency, µM (highest dose often 28.7 µM), without a hit: top-dose activity change, negative = inhibition, hits mostly inhibitors; AID 504834; P. falciparum luciferase reporter growth, 96 h; also: potency is read from the fitted curve at half-maximal effect; % is scaled to controls: 0 for no effect and ±100 for the full control effect
#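 Compounds incubated with erythrocytes infected by luciferase-expressing P. falciparum (2% hematocrit, 0.05% parasitemia final) for 96 hours, 37 C in 5% CO2. Growth inhibition scored as decreased luciferase luminescence.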
# LmPK inh = blocks Leishmania mexicana pyruvate kinase activity; purified LmPK, Kinase-Glo ATP luminescence, 1 h; Potency, µM (doses to about 57.5 µM), for the others: at the highest dose activity change, negative = inhibition, most hits filed as inhibitors; 290,000 compounds, 0.37% hits; AID 1721; also: potency is read from the fitted curve at half-maximal effect; % is scaled to controls: 0 for no effect and ±100 for the full control effect
# Target sequence (Q27686 whole entry, looked up): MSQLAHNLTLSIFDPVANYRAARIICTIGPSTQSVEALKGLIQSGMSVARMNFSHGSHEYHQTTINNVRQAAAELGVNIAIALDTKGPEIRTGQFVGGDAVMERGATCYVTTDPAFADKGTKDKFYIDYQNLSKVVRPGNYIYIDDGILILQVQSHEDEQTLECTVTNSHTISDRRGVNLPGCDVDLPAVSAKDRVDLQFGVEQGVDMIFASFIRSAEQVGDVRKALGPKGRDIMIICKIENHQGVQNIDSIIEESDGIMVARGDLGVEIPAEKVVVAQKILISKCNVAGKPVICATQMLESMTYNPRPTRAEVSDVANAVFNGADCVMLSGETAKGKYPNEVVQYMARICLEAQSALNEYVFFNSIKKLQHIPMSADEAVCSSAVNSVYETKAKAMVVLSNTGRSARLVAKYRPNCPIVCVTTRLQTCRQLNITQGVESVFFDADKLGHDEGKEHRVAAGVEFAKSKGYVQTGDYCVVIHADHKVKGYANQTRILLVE
#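 0.1 nM LmPK, 0.5 mM PEP, 0.1 mM ADP; 50 mM imidazole pH 7.2, 7 mM MgCl2, 50 mM KCl; 1 h RT. Kinase-Glo luminescence readout, normalized to no-enzyme (full inhibition) and uninhibited wells.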
# HCV inh = HCV inhibition; Huh7.5.1 HCVcc-Cre infection, luciferase reporter, 44 h; Potency, µM (doses to about 41.8 µM), for inactives: at the top dose activity change, negative = inhibition, usual class: inhibitors; 340,000 compounds, 3.4% hits; also: potency is read from the fitted curve at half-maximal effect; % is scaled to controls: 0 for no effect and ±100 for the full control effect
#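 Whole-lifecycle infectious HCVcc-Cre system; cells 1,000/well, compound then virus (~0.5 moi) added 4 h after plating, 44 h culture. Luciferase read 15 sec following 15 min substrate incubation, room temp.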
# TbPYK inhibitor = inhibitors of Trypanosoma brucei pyruvate kinase | Q57TT1 | TbPYK enzyme, Kinase-Glo Plus ATP luminescence, 45 min | Potency, µM (highest dose often 76.8 µM), for the others: top-dose activity, negative = inhibition, usual class: inhibitors | 410,000 compounds, 0.12% hits; also: potency is read from the fitted curve at half-maximal effect; % is scaled to controls: 0 for no effect and ±100 for the full control effect; nearly all actives have a fitted effect of over 50% in size
#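 Readout: single end-point luminescence (Kinase-Glo Plus, 10 min). Reaction conditions were TbPYK/substrate plus 130 uM ADP, 45 min at RT, pH 7.2 TEA buffer. No-enzyme wells served as controls, and data were normalized before concentration-response fitting.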
# Shiga toxin inh = Shiga toxin inhibition. inhibition, % at 38.7 µM. 290,000 compounds, 9.2% hits. AID 2315. Vero cells, Shiga toxin protein synthesis inhibition reporter; in the data active = inhibition mostly above about 28%, no sharp cut-off; inactive = mostly below about 43%; also: 0% is about no effect
# * marks the source's active call; other numbers are inactive results; ? = inconclusive; · = not tested or not shown; [ ] = dose if it differs, or a comment. Unless noted, calls follow the shape of the dose curve; as a rule, active = well fitted curve in the direction sought with a large enough effect; inconclusive = small, poorly fitted or top-dose-only effect, or another doubt; inactive = no such curve, though single readings can be large; an effect the other way counts as inactive or inconclusive.
# A first look (5 entries):
SMILES,Pf growth 48h,CHX counter,Pf growth 96h,LmPK inh,HCV inh,TbPYK inhibitor,Shiga toxin inh
COc1ccccc1NC(=S)N1CCN(c2nc(-c3ccccc3)cs2)CC1,-4%,6,-8%,-1%,?,-6%,12
CCCOCC(O)CCc1n[nH]c(=S)n1-c1ccccc1 (stereo unspecified),2%,-1,153%[activator],0%,10%,?,-19
N#Cc1c(Nc2ccccc2)c(C=O)c[nH]c1=O,16%,-2,8%,1%,14%,-4%,-7
Cc1ccc(C(=O)CCC(=O)N(C)CC(=O)Nc2ccccc2Br)cc1,11%,1,10%,-4%,22%,-7%,-31
CN(C)CCC(=O)c1cccc(Br)c1,0%,11,-5%[5.75 µM],3%,1%,-8%,8

# Main list, repeating the preview:
SMILES,Pf growth 48h,CHX counter,Pf growth 96h,LmPK inh,HCV inh,TbPYK inhibitor,Shiga toxin inh
COc1ccccc1NC(=S)N1CCN(c2nc(-c3ccccc3)cs2)CC1,-4%,6,-8%,-1%,?,-6%,12
CCCOCC(O)CCc1n[nH]c(=S)n1-c1ccccc1 (stereo unspecified),2%,-1,153%[activator],0%,10%,?,-19
N#Cc1c(Nc2ccccc2)c(C=O)c[nH]c1=O,16%,-2,8%,1%,14%,-4%,-7
Cc1ccc(C(=O)CCC(=O)N(C)CC(=O)Nc2ccccc2Br)cc1,11%,1,10%,-4%,22%,-7%,-31
CN(C)CCC(=O)c1cccc(Br)c1,0%,11,-5%[5.75 µM],3%,1%,-8%,8
CCC(=O)Nc1nc2ccc(NC(=O)COc3ccccc3)cc2s1,13%,12,-5%,-1%,10%,-7%,-8
CCC(Sc1nc(-c2ccccc2)cc(=O)[nH]1)C(=O)O (stereo unspecified),28%,-3,25%,3%,11%,4%,-12
O=C(/C=C/c1cccc(Cl)c1)NCCc1ccccc1,42%[activator],65*,0%,5%,-17%,-4%,107*
Cc1cc2[nH]c3ccccc3c2cn1,?,2,?,-5%,?,7%,20
CC1CCN(C(=O)CCC(=O)Nc2nnc(C3CCCCC3)s2)CC1,-23%,-1,-23%,4%,13%,-3%,-10
O=C(O)c1cncc(C#Cc2ccccc2)c1,19%,1,-12%,3%,14%,5%,-7
CC1(c2ccc(Cl)cc2Cl)NC(=O)N(CC(=O)Nc2cccnc2Cl)C1=O (stereo unspecified),-27%,·,-14%,·,0%,0%,·
O=C(O)c1cc([N+](=O)[O-])ccc1N1CCCCC1,17%,5,?,2%,3%,-8%,-10
COc1ccc(C(=O)/C=C(\C)Nc2ccc(NC(C)=O)cc2)cc1,39%[activator],-2,88%[activator],1%,-2%,7%,31
CCOc1cc(/C=N\NC(N)=O)cc(Br)c1OC(C)C,-25%,-5,?,-3%,?,-2%,-5
CC1=C(Cl)C2=NS(=O)(=O)CCN2C=C1Cl,11%,0,0%,4%,?,6%,-11
COc1ccc(S(=O)(=O)Nc2nc3ccccc3nc2NCc2ccc3c(c2)OCO3)cc1,24%,0,0%,2%,-2%,0%,-5
Cc1c(NC(=O)C(=O)N/N=C/c2cccs2)c(=O)n(-c2ccccc2)n1C,6%,-2,35%[activator],-3%,10%,4%,25
Cc1ccc(N2CCN(c3ccc(NC(=O)CCC(=O)O)cc3)CC2)cc1,20%,-2,16%,-2%,22%,-2%,16
COc1ccccc1C(=O)N/N=C(\C)CC(=O)Nc1ccc(Nc2ccccc2)cc1,?,12,-17%,0%,-3%,-7%,25
N#C/C(C(=O)c1ccccc1)=C1/SC=C(N)N1c1ccccc1,?,39*,·,-7%,·,·,122*
Cc1cccc(-n2nc(C(=O)c3ccco3)cc(-c3nc4ccccc4[nH]3)c2=N)c1,?,1,?,3%,?,-3%,-1
CCc1cc2c(N3CCN(c4nnc(CC)s4)CC3)ncnc2s1,·,-5,370%[activator],7%,7.1µM*,6%,-25
O=C(/C=C/c1ccc(F)cc1)NC(=S)N1CCCCC1c1cccnc1 (stereo unspecified),4%,1,-7%,-3%,-6%,-27%,5
O=C(NC(Cc1ccccc1)C(=O)O)/C(=C/c1ccccc1)NC(=O)c1ccc(Br)o1 (stereo unspecified),3%,3,8%,4%,5%,12%,-20
OCCNc1nc(Nc2ccc(Br)cc2)nc2ccccc12,0.93µM*,12,?,0%,?,1%,20
CCOC(=O)C1(Cc2ccccc2C)CCCN(S(=O)(=O)CC)C1 (stereo unspecified),0%,-2,?,-1%,-9%,-3%,-8
CC(=O)NC(=S)Nc1sc2c(c1C#N)CCCCC2,142%[activator],30*,124%[activator],-24%,?,-5%,84*
CN(c1ccc(C(=O)Nc2ccccc2Sc2ccccc2)cc1)S(C)(=O)=O,?,6,?,6%,?,-6%,13
C=CCOc1ccn(C)c(=O)n1,1%,-2,0%,0%,2%,4%,-13
COc1ccc(S(=O)(=O)N2CCCC(C(=O)NCc3ccco3)C2)cc1OC (stereo unspecified),-4%,-3,17%,-2%,-7%,-6%,-2
O=C(NN1CC(C(=O)OCc2ccccc2F)CC1=O)c1ccccc1 (stereo unspecified),16%,19,-20%,-10%,7%,3%,-3
CCC1Sc2ccc(S(=O)(=O)Nc3ccc(OC)cc3)cc2NC1=O (stereo unspecified),9%,1,?,-2%,-15%,0%,-7
O=C(CN1C(=O)/C(=C/c2ccccc2F)Sc2ccccc21)NCC1CCCO1 (stereo unspecified),-3%,2,-4%,-1%,?,0%,10
CC(=O)Nc1ccc(-n2nnnc2SCC(=O)Nc2cccc(NC(=O)c3ccco3)c2)cc1,?,-1,?,7%,?,-1%,-1
O=C(COC(=O)c1c(Cl)ccc(Cl)c1Cl)NC1CCS(=O)(=O)C1 (stereo unspecified),-11%,-1,16%,8%,-1%,2%,-2
COC(=O)/C(C#N)=C/N(C)C,2.3µM*,-1,46%[activator],0%,12%,-6%,17
COC(=O)C1=NN(c2ccc(C)cc2)C2C(=O)N(c3ccccc3OC)C(=O)C12 (stereo unspecified),?,1,51%[activator],13%,18%,-1%,-3
COc1cc(-c2c(NC(=O)c3ccco3)oc3ccccc3c2=O)cc(OC)c1OC,?,8,-2%,6%,10%,0%,-3
Cc1cccc(C(=O)NC2CCN(C(=O)NCc3ccccc3)CC2)c1,-11%,12,229%[activator],-4%,1%,-18%,-2
COc1ccc(S(=O)(=O)N2CCC(C(=O)N[C@H](C(=O)N3CCCCCC3)C(C)C)CC2)cc1,?,-5,?,4%,0%,-2%,-13
C=C(C)COc1ccc(-c2nc(N)ncc2-c2ccc(OC)cc2)c(O)c1,?,-6,-6%,3%,?,·,-2
O=C(Nc1ccccc1)N1CCN(c2ccccn2)CC1,15%,1,?,-3%,15%,1%,-13
COc1ccc(C2NC(c3ccc(OC)cc3)C(C)C(=O)C2C)cc1 (stereo unspecified),?,1,-33%,0%,-15%,-2%,-11
O=[N+]([O-])c1ccccc1/C=C/CN1CCSCC1,7%,-3,43%[activator],-1%,15%,17%,-6
Nc1nc(CSC(=S)N2CCN(c3ccccc3)CC2)nc(Nc2ccc(F)cc2)n1,?,8,12µM*,2%,?,2%,-8
CC(=O)Oc1ccc(-c2cccc(C(=O)N3CCCCC3)c2)cc1,?,13*,-15%,3%,-10%,2%,37
O=C(CCc1ccccn1)NC1CCCc2c1cnn2-c1ccc(F)cc1F (stereo unspecified),-15%,-2,32%[activator],8%,?,-1%,0
C[n+]1cccc(C2C(C#N)=C(N)Oc3c2ccc2ccccc32)c1 (stereo unspecified),0.29µM*,51*,?,-4%,4%,-3%,76*
COC(=O)C1=C(c2cccc(OCc3ccccc3)c2)C[C@@H]2CC[C@H]1N2C(=O)NCc1ccc(C(F)(F)F)cc1,13µM*,·,5.2µM*,·,10µM*,2%,·
# The listing continues.
SMILES,Pf growth 48h,CHX counter,Pf growth 96h,LmPK inh,HCV inh,TbPYK inhibitor,Shiga toxin inh
O=C1N=C(N2CCCC2)S/C1=C\C=C\c1ccccc1,8%,47*,0%,-8%,?,10%,69*
COc1ccc(Br)cc1CN(C)CC(=O)Nc1c(Cl)cccc1Cl,4%,-2,?,9%,6%,-12%,-6
CC(=N\NC(=O)c1cc(Br)ccc1O)/C(=N/O)C(=O)Nc1ccccc1,11%,23*,?,-7%,5%,-4%,28
Cc1ccc2c(c1)C(c1ccccc1)N(C(=O)c1ccccc1)CC(=O)N2 (stereo unspecified),?,-4,12%,-6%,2%,-11%,1
O=C(CNC(=O)c1ccccc1F)NCc1cccnc1,24%,-2,25%,1%,?,7%,-6
COc1ccc(C(=O)NCc2nnc(SCC(=O)N3CCOCC3)o2)cc1,43%[activator],3,?,-3%,12%,4%,-10
CN(C)c1ccc(NC(=O)CSc2nnc(-c3cnccn3)n2C)cc1,-19%,13*,?,1%,9%,0%,37
O=Cc1cccc(Oc2ccc([N+](=O)[O-])cc2[N+](=O)[O-])c1,15%,-2,6%,4%,7%,1%,-5
S=C(NCCCN1CCOCC1)Nc1ccc(Nc2ccccc2)cc1,-20%,1,?,1%,?,-12%,-6
Cn1c(Cn2nnc(-c3ccccc3)n2)nnc1SCc1ccccc1Cl,12%,3,·,5%,-1%,-7%,-7
Cn1c(SCc2ccc3c(c2)OCO3)nnc1-c1ccccc1,5%,15*,28%,-9%,12%,5%,22*
CC(C)Cn1cc(Cl)c(=O)n(CC(C)C)c1=O,28%,4,58%[activator],-5%,1%,-2%,-7
CC1(C)C=C(c2ccc(O)cc2)CC(C)(C)N1,4%,-1,13µM*,-3%,14%,-9%,-5
CS(=O)(=O)c1nsc2nc(=O)c(/C=C3\C=Nc4ccccc43)c(N)n12,?,-7,111%[activator],-1%,14%,3%,13
Cc1ccc(NC(=O)COC(=O)c2ccc3c(c2)OCCO3)cc1,15%,·,16%,·,-9%,0%,·
N#Cc1ccc(NC(=O)CN2CCN(C(=O)c3cccs3)CC2)cc1Cl,?,·,-11%,·,?,-3%,·
O=C(Nc1cccc2ccccc12)NC1Cc2ccccc2C1,32%[activator],4,?,1%,-4%,1%,23
COC(=O)c1cccc(C(=O)N2CCC(CO)(CCc3ccccc3)CC2)c1,-15%,10,-17%,1%,-14%,4%,10
O=C(CC1C(=O)NCCN1CC1CCCCC1)NCc1ccc(F)cc1F (stereo unspecified),66%[activator],20*,?,3%,-20%,2%,41*
CC(=O)Nc1nnc(CSCc2ccc(F)cc2)s1,22%,7,-18%,6%,16%,0%,11
CCCCCCn1c(O)c(/C=C2\C=NN=C2c2ccccc2)sc1=S,4%,-1,-3%,8%,?,0%,20
COc1ccc(N(CC(=O)N/N=C/c2cc3ccc(OC)cc3nc2Cl)S(=O)(=O)c2ccccc2)cc1,7%,-3,0%,8%,-11%,·,-11
CCC(C(=O)N1CCN(c2ccccc2OC)CC1)c1ccccc1 (stereo unspecified),-6%,-2,71%[activator],13%,-22%,-4%,-5

# Sorted by number of heavy atoms (descending): some entries from above
SMILES,Pf growth 48h,CHX counter,Pf growth 96h,LmPK inh,HCV inh,TbPYK inhibitor,Shiga toxin inh
O=C(CCc1ccccn1)NC1CCCc2c1cnn2-c1ccc(F)cc1F (stereo unspecified),-15%,-2,32%[activator],8%,?,-1%,0
CC1(c2ccc(Cl)cc2Cl)NC(=O)N(CC(=O)Nc2cccnc2Cl)C1=O (stereo unspecified),-27%,·,-14%,·,0%,0%,·
O=C(O)c1cncc(C#Cc2ccccc2)c1,19%,1,-12%,3%,14%,5%,-7
